BB579 growth dn: chemicals that inhibit yeast BB579 growth in restrictive medium (lifespan-shortening candidates); S. cerevisiae BB579 growth, OD615, 48 h; inhibition, % at 10 µM; actives 0.51% (n = 140,000);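 active = inhibition above a set limit, 3 SD over the mean compound inhibition, cut at about 44% in these data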; note: inactives centre near -24
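System: Saccharomyces cerevisiae DeaD strain BB579, replicative lifespan model yeast | Buffer or medium: Restrictive glucose-based CSMM-D medium | Times: 4 h preincubation and 48 h exposure at 30 °C | Detection: OD615 turbidity measurement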
MRP-1 activ: MRP-1 activation | H69AR cells + doxorubicin, viability rescue, CellTiter-Glo | viability increase, % at 10 µM | actives 0.61% (n = 140,000) | AID 799;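 active = viability gain under doxorubicin at or above a set limit, the compound median plus 3 SD, cut at about 4.7% in these data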;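 note: MRP-1 overexpressing cells given doxorubicin 25 µM after compound pretreatment; 18-22 h compound pretreatment then 72 h with doxorubicin before readout; 0% = doxorubicin-only wells and 100% = vehicle-treated cells without doxorubicin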
Yeast lifespan up: extends the lifespan of yeast; inhibition of the nicotinamide effect, % at 10 µM; S. cerevisiae growth with nicotinamide, OD615; deaD strain in restrictive glucose medium; actives 0.68% (n = 130,000);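 active = inhibition above a set limit, placed 3 SD over the median of all compounds, cut at about 26% in these data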;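 note: 0% = nicotinamide-treated wells and 100% = cells grown without nicotinamide; some compounds called inactive have numbers as strong as hits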
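Measured by: optical density (absorbance) at 615 nm; System: modified budding yeast, DeaD strain; Medium: restrictive CSMM-D dextrose medium; Timing: 4 h preincubation then 48 h treatment at 30 °C.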
E-sel TNF inh: blocks E-selectin expression induced by TNF alpha; HUVEC TNFa-induced E-selectin immunofluorescence, high content; inhibition, % at 2 µM; actives 0.71% (n = 120,000);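 active = inhibition above the batch mean plus 3 SD, and confirmed as a hit on visual image review, cut at about 43% in these data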;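 note: 0% = TNF-stimulated DMSO wells and 100% = unstimulated control wells; not every result past the cut was called active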
HCT116 PTEN-null: PTEN-deleted cell growth suppression. actives 1.2% (n = 140,000). AID 827. viability, % at 10 µM. HCT116 PTEN-null viability, CellTiter-Glo, 60 h; hits give low values;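 active = viability at or below a set limit, 4 SD under the median of all tested compounds, cut at about 3.7% in these data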;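 note: PTEN knockout HCT116 line with beta catenin targeted HCT116 as companion control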
Measles CPE: protection of cells from measles virus. actives 1.5% (n = 140,000). protection (pct of control), % at 4 µM. AID 841. Measles virus-infected cells, CPE protection, absorbance; in the data active = protection mostly above about 24%, no sharp cut-off; inactive = mostly below about 26%; note: some compounds called inactive have numbers as strong as hits
NPY-Y2 antag: NPY-Y2 (human) receptor antagonism; P49146; NPY-Y2 expressing cells, antagonist mode; actives 0.99% (n = 140,000); AID 793; inhibition, % at 2.7 µM; in the data active = inhibition above about 17%;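 note: 0% = vehicle with agonist challenge and 100% = reference antagonist with challenge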
Target sequence (P49146 whole entry, looked up): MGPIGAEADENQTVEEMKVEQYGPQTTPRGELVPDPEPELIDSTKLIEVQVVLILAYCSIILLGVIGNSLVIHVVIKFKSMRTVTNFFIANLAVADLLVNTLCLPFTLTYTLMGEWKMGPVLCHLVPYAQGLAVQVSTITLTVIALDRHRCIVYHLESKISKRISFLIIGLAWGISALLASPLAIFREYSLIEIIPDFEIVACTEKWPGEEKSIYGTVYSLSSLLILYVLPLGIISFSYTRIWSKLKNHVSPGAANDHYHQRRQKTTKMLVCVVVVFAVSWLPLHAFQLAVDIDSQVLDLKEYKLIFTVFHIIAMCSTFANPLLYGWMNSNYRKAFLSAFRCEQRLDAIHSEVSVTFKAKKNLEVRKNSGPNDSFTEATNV
Phagocytosis inh: macrophage phagocytosis inhibition; J774A.1 macrophage IgG-bead phagocytosis, imaging; inhibition, % at 5 µM; actives 0.07% (n = 110,000);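 active = inhibition above the mean of the plate negative controls plus 5 SD, cut at about 13% in these data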;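 note: phagocytic index as fraction of beads internalized from green versus red external bead signal; plate controls were DMSO negative control for no effect and cytochalasin-D positive control for full effect; some results beyond the cut were filed as inactive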
GALR2 blocker: antagonists of human galanin receptor 2 (GALR2) | O43603 | GALR2-expressing cells, antagonist mode | inhibition, % at 4 µM | actives 0.39% (n = 140,000) | AID 828; in the data active = inhibition above about 27%;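 note: cells stimulated with galanin 1-16 at roughly its EC80; 0% = agonist challenge control and 100% = basal control without agonist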
Target sequence (O43603 whole entry, looked up): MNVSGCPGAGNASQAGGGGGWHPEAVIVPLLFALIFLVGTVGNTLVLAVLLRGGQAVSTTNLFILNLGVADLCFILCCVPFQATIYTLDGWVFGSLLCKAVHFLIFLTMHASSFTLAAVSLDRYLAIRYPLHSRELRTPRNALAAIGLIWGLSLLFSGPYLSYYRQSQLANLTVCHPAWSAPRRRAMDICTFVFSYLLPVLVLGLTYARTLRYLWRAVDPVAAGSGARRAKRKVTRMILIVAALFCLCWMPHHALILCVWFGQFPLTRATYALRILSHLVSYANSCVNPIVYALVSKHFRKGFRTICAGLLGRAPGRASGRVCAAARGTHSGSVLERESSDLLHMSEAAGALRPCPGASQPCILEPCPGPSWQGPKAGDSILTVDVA
bCat KO growth: beta-catenin-lacking colon tumor cell growth suppression; AID 818; HCT116 beta-catenin knockout viability, CellTiter-Glo, 60 h; hits give low values; actives 1.5% (n = 140,000); viability, % at 10 µM;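 active = viability at or under a set limit, the compound median less 4 SD, cut at about 6% in these data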;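 note: 0% = Hyamine 1622 control at 20 µM and 100% = untreated cell control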
Starred values were filed as active, the others as inactive; · = no result given.

Compound,BB579 growth dn,MRP-1 activ,Yeast lifespan up,E-sel TNF inh,HCT116 PTEN-null,Measles CPE,NPY-Y2 antag,Phagocytosis inh,GALR2 blocker,bCat KO growth
CC(=NCCN1CCN(C(=S)Nc2ccccc2)CC1)C1=C(O)CC(C)(C)CC1=O,-28,-3.1,12,-26,81,5,4,-5,-7,95
COc1cccc(-c2nc(CS(=O)(=O)CC(=O)Nc3c(C)cccc3C)c(C)o2)c1,-79,-0.2,1,-2,100,11,10,0,-1,96
CC(=O)[C@H]1[C@H](C#N)C[C@H]2[C@@H]3CC=C4C[C@@H](O)CC[C@]4(C)[C@H]3CC[C@@]21C,-25,-0.3,-3,-9,102,28,1,·,-2,88
C#CC[N+](C)(C)C(C#Cc1ccccc1)CC=C (stereo not given),-25,-0.6,-11,32,88,3,0,2,-13,79
O=C(CSc1nc(Nc2ccccc2)nc(N2CCOCC2)n1)N1CCCC1,4,-0.5,-12,-29,70,3,-3,-4,2,71
Clc1cccc(CSc2nc3ccncc3[nH]2)c1,5,3.2,-7,-2,88,3,2,0,11,79
O=C(Nc1ccccc1N1CCCC1)c1ccc(Br)o1,-27,-0.8,-14,-20,91,11,0,7,11,83
C=CCC(CC=C)(NC(=O)c1cccc(C)c1)c1ccccc1,-22,0.5,1,40,88,15,12,3,-1,89
Cc1ccc(C23CC4CC(CC(C(=O)N5CCOCC5)(C4)C2)C3)cc1,-24,-2.7,8,4,80,6,-1,0,5,80
CCc1nc2oc3cc(OC)ccc3c(=O)c2c(=O)n1Cc1ccccc1,-13,-3.2,3,12,80,10,5,-1,-9,92
CC(=O)c1cn(CC(=O)Nc2ccc(C)cc2)c2ccccc12,-51,-2.3,-1,-12,92,2,0,-1,-8,95
Cc1c(CN(C)C(=O)c2sc3cc(Cl)ccc3c2Cl)cnn1C,-25,-1.8,-14,4,24,8,3,·,-3,15
O/N=C/c1cc(Br)ccc1OCc1cccc(F)c1,-22,-1.5,-7,-9,92,9,8,·,6,95
CCCN(CC(=O)Nc1ccc(C(N)=O)cc1)CC(=O)Nc1ccc(Cl)cc1Cl,-12,0.1,0,·,90,9,-1,-8,2,98
CCN(C)c1ccc(/C=N\n2nnnc2N)cc1,-29,-4.1,-19,-29,35,5,0,4,1,39
COC(=O)c1sc(S(=O)(=O)NCc2cccs2)c(C(=O)OC)c1C,-1,-4.0,-14,6,95,3,0,0,0,94
Cc1sc2ncn(CC(=O)NCCc3ccccc3)c(=O)c2c1C,-28,-1.9,-24,26,94,6,4,2,-5,92
CCc1nnc(NC(=O)CSc2nccn2-c2ccccc2)s1,-38,-0.5,2,-6,102,10,5,-2,-1,90
CCOC(=O)c1[nH]c(=O)[nH]c1CSCCO,-37,-2.5,-2,4,98,8,-3,-2,-15,95
CN1C(=O)/C(=C2/C=CC=CN2C)OC1=S,-34,-1.4,0,-12,92,6,4,2,9,96
Cc1nc2ncnn2c(C)c1Cc1c(Cl)cccc1Cl,-41,0.1,-5,·,91,2,10,2,-3,103
CNC(=S)N(CCc1c(C)[nH]c2ccc(C)cc12)Cc1cc(OC)c(OC)c(OC)c1,-24,-1.9,-3,13,77,12,-3,·,0,79
O=C(COC(=O)c1ccccc1NS(=O)(=O)c1cccs1)NCC12CC3CC(CC(C3)C1)C2,-32,-0.9,0,·,77,8,1,-11,6,72
Cc1cccc(N2C(=O)C3C(c4ccccc4)OC4(C(=O)c5ccccc5C4=O)C3C2=O)c1 (stereo not given),-25,-3.5,-5,-10,49,3,2,-1,1,52
COc1ccccc1CN(C(=O)Cc1cccs1)C(C(=O)NC1CCCC1)c1ccncc1 (stereo not given),-7,-1.8,-5,-15,70,2,19*,·,-2,69
CC(CC(=O)NCc1cccnc1)c1ccccc1 (stereo not given),-3,-3.2,·,11,94,9,-2,·,13,75
CN(Cc1ccccc1)C(=O)CCC(=O)N(C)Cc1ccccc1,-53,-1.1,-7,-2,102,7,4,1,4,100
COc1ccc(/C=N/NC(=O)CNC(=O)c2ccc3c(c2)OCCO3)cc1OC,-3,1.6,-3,·,106,23,1,-8,-4,96
Cc1ccccc1CN1CCNC(=O)C1CC(=O)O (stereo not given),-3,0.1,-9,-23,107,3,1,0,5,94
CCSc1ncnc2sc3c(c12)CCC3,-4,-1.7,-9,21,104,31,4,1,0,95
O=[N+]([O-])c1ccc(CN2CCCCCC2)s1,54*,-3.2,4,-31,27,5,4,-7,5,34
COC(=O)c1cccc(C(=O)Nc2ccc(F)cc2)n1,-50,-1.6,-12,5,90,10,0,·,25,77
Nc1nc2ccc(S(=O)(=O)c3ccc4nc(N)sc4c3)cc2s1,-31,0.1,-13,-27,97,8,5,-1,-3,94
COc1ccc(S(=O)(=O)N(CC(=O)Nc2cc(C)on2)Cc2ccccc2)cc1,-41,0.1,12,3,107,3,4,0,-1,85
CC1(C)CC(=O)C2=C(C1)OC1=C(C(=O)CC(C)(C)C1)C2c1ccccc1,-24,-0.5,0,8,110,12,4,-2,-3,104
COC(=O)c1sccc1NC(=S)N1CCN(c2ccccc2)CC1,-47,-0.8,-8,·,80,6,14,0,4,93
CCCCn1c(=NC(=O)c2ccco2)c(C(=O)OCC)cc2c(=O)n3ccccc3nc21,-5,-3.2,-2,·,83,10,6,1,-11,77
Cc1cccc(-n2c(SCC(=O)N3CCCC3)nc3n[nH]c(C)c3c2=N)c1,-35,-2.9,·,-110,87,6,0,·,4,95
C/C(=N/NS(=O)(=O)c1ccc(Br)cc1)c1ccc(C)o1,-10,0.7,2,·,98,5,3,3,-3,83
O=C(CSc1cc([N+](=O)[O-])cc(S(=O)(=O)Cc2ccccc2)c1)NC1CC1,8,-2.8,18,·,82,16,3,-6,8,81
CN(O)/C=c1/ccc2c(n1)C(=O)C=CC=2,97*,-1.7,-11,-29,15,9,2,·,16,22
Cc1cccc(-n2ncc3c(NCCN4CCOCC4)ncnc32)c1,-19,-0.9,-6,9,90,5,2,·,8,77
O=C(NC(=S)Nc1ccc(CN2CCOCC2)cc1)c1ccc([N+](=O)[O-])cc1,-38,-0.3,10,-22,94,19,1,·,-12,101
FC(F)Sc1ccc(NC(=S)NC2CCC(NC(=S)Nc3ccc(SC(F)F)cc3)CC2)cc1 (stereo not given),-98,-0.9,-2,2,90,26,2,·,7,95
COC(=O)/C(C#N)=C1/C=Cc2ccccc2N1C,-25,4.2,·,-38,95,19,4,·,8,92
CCC(C(=O)Nc1nnc(-c2ccco2)s1)c1ccccc1 (stereo not given),-33,-3.2,-23,2,95,2,0,0,-4,91
Cc1cccc(-c2noc(CN(C(=O)C34CC5CC(CC(C5)C3)C4)C(C)C)n2)c1,-12,-0.9,-12,-9,80,3,1,-1,-10,66
Cc1cc(C)nc(SCc2n[nH]c(=S)n2C)n1,-23,-1.6,·,-6,101,4,0,·,-11,98
O=C(CSc1nc2ccccc2o1)N1CCN(c2ccc(Cl)cc2)CC1,-46,-1.2,-13,-9,88,9,0,-1,-3,93
O=C(NCCNS(=O)(=O)c1ccccc1)N1CCOCC1,-29,0.1,-1,-13,94,35,-2,-5,5,94

(list continues)
Compound,BB579 growth dn,MRP-1 activ,Yeast lifespan up,E-sel TNF inh,HCT116 PTEN-null,Measles CPE,NPY-Y2 antag,Phagocytosis inh,GALR2 blocker,bCat KO growth
COC(=O)c1ccc(CN(c2ccc(C)cc2)S(=O)(=O)c2ccc3c(c2)OCCO3)o1,23,-0.6,-3,·,67,4,5,2,8,60
CCCN1C=CC(=C2C(=O)c3ccccc3C2=O)C=C1,21,-1.6,-13,12,38,29,2,1,15,41
Cc1ccc(C2C(=O)N(C3CCCC3)CC(=O)N2C2CCCCC2)cc1 (stereo not given),-12,-4.0,-3,-28,81,6,0,-1,-11,84
c1nc2sc3c(c2c2nnnn12)CCCC3,30,-1.9,-35,·,95,3,0,1,11,93
CCOC(=O)Cn1nc(-c2ccc(C)cc2)ccc1=O,-29,-1.2,-7,-7,95,3,-1,1,-6,88
Cc1ccc(S(=O)(=O)N2CCCCC2)cc1C(=O)Nc1ccc(N2CCOCC2)cc1,-37,-1.2,5,-39,49,11,-1,·,6,52
CCn1c(C)c(/C=N/Nc2nc3ccccc3s2)c2ccccc21,-34,-5.2,-21,-3,40,15,-5,·,12,45
O=C(c1ccc(S(=O)(=O)N2CCOCC2)cc1)N1CCN(c2ccccc2)CC1,-13,-0.2,-3,-12,93,0,1,-1,8,100
CC[n+]1c(/C=C/C=C/N(C(C)=O)c2ccccc2)sc2ccccc21,-33,0.4,-14,·,22,6,8,·,-1,55
O=C(COc1ccccc1[N+](=O)[O-])OCC(=O)N1CCC(Cc2ccccc2)CC1,-10,0.0,1,·,95,10,1,2,19,96
C=CCn1c(=O)c(C(=O)Nc2ccccc2O)c(O)c2ccccc21,-41,-2.7,-18,·,76,6,4,·,-3,76
CCCCOC(=O)C1=C(C)Nc2nnnn2C1c1ccccc1Cl (stereo not given),-5,-2.3,-5,8,87,3,1,-1,-7,97
COc1ccc(OC)c(CN(CCCN2CCOCC2)C(=O)Nc2ccccc2)c1,-4,-1.2,·,9,95,6,1,·,3,89
c1cncc(-c2noc(-c3ccco3)n2)c1,-33,-0.4,-17,-7,100,3,3,0,7,103
O=C1N/C(=C\c2ccccc2)C(O)=C1C=NCc1ccccc1,-11,-1.1,0,·,87,1,4,-1,7,92
COC(=O)Oc1ccc(/C=N/NC(=O)CSCc2ccc(Cl)cc2)cc1OC,-35,2.0,-5,-10,70,11,3,-9,2,85
Cn1cc(S(=O)(=O)CC(=O)Nc2ccc3c(c2)OCO3)c2ccccc21,-32,-3.1,·,-24,97,9,5,·,1,87
O=C(CN1CCCc2ccccc21)NCc1ccc2c(c1)OCO2,-32,-2.0,·,-10,84,11,2,-1,19,85
Cc1ccc(CNc2nc3ccccc3s2)s1,-38,-2.4,32*,-40,92,4,6,2,3,93
N#Cc1cnc2ncnn2c1-c1ccccc1,-29,-0.9,-3,·,97,16,0,-3,-1,104
O=C(O)CSC1=NC(=Nc2cccc(Cl)c2)C2(CCCCC2)N1c1ccccc1,-16,-2.5,5,·,90,6,-1,-4,-48,94
O=C(CC1C(=O)NCCN1C(=S)Nc1ccccc1)Nc1ccc(F)cc1 (stereo not given),-12,1.8,-2,·,93,15,2,-16,-2,89
CCCn1c(SCC(=O)N2CCCC2)nc2c1c(=O)n(C)c(=O)n2C,-24,0.1,-12,·,96,3,-1,-1,-9,101
CN(C)c1ccnc(Oc2ccccc2)c1C#N,-25,-0.2,-16,4,89,10,-1,1,1,93
CC(C)CNS(=O)(=O)c1ccc(CCC(=O)NCc2ccco2)cc1,1,-3.2,4,-10,74,9,1,·,7,82

The order is random. Share with any hit: about 6.2%.
